T cell modulator = modulates CD8 T cell binding to vesicles. 2C CD8+ T cell-vesicle binding, flow cytometry; hits give low values. calls only at 7 µM. 0.068% of 330,000 active. AID 2052;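 active = response, share of CD8 T cells binding vesicles, and their 90th percentile fluorescence all below set limits, cut at about 80% in these data, passing the limit was not always enough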
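System: murine 2C transgenic CD8+ T lymphocytes; also added: QL9-loaded Drosophila micro-vesicles; times: binding 1.5 h at 37 °C; measured by: flow cytometry, PE anti-B7-1 (FL2) versus Alexa647 anti-CD8 (FL8), PFA-fixed; control set: Peptide-free naked vesicles (low) and QL9 vesicles with 0.7% DMSO vehicle (high)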
T cell modulator vesicle-bound % = second read-out of T cell modulator, no call of its own (marks repeat the call); double positive events, %; measured here: CD8+ vesicle-bound cell fraction;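 binding gate set so that unloaded-vesicle control wells show 10% double positive cells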
* marks the source's active call; other numbers are inactive results; i = inactive.

SMILES	T cell modulator	T cell modulator vesicle-bound %
CC1CCN(C(=O)c2ccc([N+](=O)[O-])o2)CC1	i	37
COc1ccc(NC2CCCN(C(=O)COc3ccc(Cl)cc3C)C2)cc1OC (stereo unspecified)	i	11
Cc1cc(C)cc(NS(=O)(=O)c2coc(C(N)=O)c2)c1	i	43
COc1ccc(-c2ccc3c(c2)S(=O)(=O)c2cccc(C(=O)NCCOc4ccccc4)c2C3=O)cc1OC	i	30
COC(=O)C1=C(C)N(Cc2ccccc2)C(=S)N[C@H]1c1cccc(F)c1	i	24
O=C(NC1CCCCC1)c1cc(-c2cccs2)on1	i	27
N#C/C(=C\c1c(N2CCN(Cc3ccccc3)CC2)nc2ccccn2c1=O)S(=O)(=O)c1ccccc1	i	19
O=C(NCCS(=O)(=O)N1CCN(c2ccccc2)CC1)C1CCCC1	i	19
C[C@H]1CN([C@@H](C)CO)C(=O)c2cc(NC(=O)C3CCCCC3)ccc2O[C@H]1CN(C)Cc1ccc(-c2ccccc2)cc1	i	11
COc1ccccc1OCC(=O)N1CCCC(Nc2ccc(C)c(C)c2)C1 (stereo unspecified)	i	35
Cc1cc(-c2nnc(SCC(=O)Nc3ccc(F)c(F)c3)n2N)n[nH]1	i	24
CCCCN(C(=O)c1cccc(S(=O)(=O)N2CCCCC2)c1)C1CCS(=O)(=O)C1 (stereo unspecified)	i	17
COc1cc(Cl)c(C)cc1N1C(=O)CN(Cc2ccccc2)C1=S	i	53
CCCC(=O)N(Cc1cc(=O)[nH]c2ccccc12)c1ccc(OC)cc1	i	55
CCOC(=O)N1CCN(S(=O)(=O)CCNC(=O)c2ccc(F)cc2)CC1	i	27
COc1cccc(-c2c(C(=O)N/N=C/c3sccc3C)nnn2-c2nonc2N)c1	i	36
CCOc1cc(C(=O)N/N=C/c2ccoc2)cc(OCC)c1OCC	i	17
Cc1cc(C)n(C(C)CC(=O)Nc2ccc3c(c2)OCCO3)n1 (stereo unspecified)	i	8
CSc1ccc(C(c2c(C(=O)O)[nH]c3ccccc23)c2c(C(=O)O)[nH]c3ccccc23)cc1	i	55
COCCNC(=O)Cn1nc(-c2ccc(Cl)cc2)c2ccccc2c1=O	i	20
COc1ccccc1NC(=O)C(C)OC(=O)c1ccc(-n2cnnn2)cc1 (stereo unspecified)	i	41
COCCN(CCOC)Cc1c(O)ccc2c1O/C(=C\c1ccco1)C2=O	i	55
N/C(=N\S(=O)(=O)c1cc(C(F)(F)F)cc(C(F)(F)F)c1)c1ccncc1	i	12
O=C1NC(=O)C(c2ccccc2)(c2ccc(O)cc2)N1 (stereo unspecified)	i	26
Cc1ccc(-c2csc(NC(=O)c3ccco3)n2)cc1C	i	62
COc1ccccc1CCNC(=O)CSc1nc(=O)[nH]c2c1CCC2	i	55
COc1ccc(N2CCN(C(=O)c3cc4cc(Cl)ccc4[nH]3)CC2)cc1	i	30
CCCN(CC(=O)Nc1cc(Cl)ccc1Cl)C(=O)c1ccc(N2CCCC2=O)cc1	i	37
CSc1nnc(C2CCCN(CC(=O)Nc3ccccc3N3CCOCC3)C2)n1C(C)C (stereo unspecified)	i	31
CC(C)OC(=O)C1Cc2ccccc2CN1S(=O)(=O)c1cccs1 (stereo unspecified)	i	23
CC(C)NC(=S)NNc1ncnc2sc3c(c12)CC(C)(C)OC3	i	57
Cc1csc(=O)n1CCC(=O)OCC(=O)Nc1cc([N+](=O)[O-])ccc1Cl	i	31
CCCCn1c(N)c(N(Cc2ccccc2OC)C(=O)COc2cc(C)ccc2Cl)c(=O)[nH]c1=O	i	22
CNS(=O)(=O)c1cccc(C(=O)OCC(=O)N2c3ccccc3NC(=O)C2(C)C)c1	i	30
COc1ccc(C2=Nn3c(nnc3-c3ccccc3OC)SC2)cc1OCC1CC1	i	4
CC(C)(C)n1nc2c(c1NC(=O)Cc1ccc([N+](=O)[O-])cc1)CS(=O)(=O)C2	i	17

Part of the list above in another layout.
T cell modulator	T cell modulator vesicle-bound %	structure
i	55	CSc1ccc(C(c2c(C(=O)O)[nH]c3ccccc23)c2c(C(=O)O)[nH]c3ccccc23)cc1
i	20	COCCNC(=O)Cn1nc(-c2ccc(Cl)cc2)c2ccccc2c1=O
i	41	COc1ccccc1NC(=O)C(C)OC(=O)c1ccc(-n2cnnn2)cc1 (stereo unspecified)
i	55	COCCN(CCOC)Cc1c(O)ccc2c1O/C(=C\c1ccco1)C2=O
i	12	N/C(=N\S(=O)(=O)c1cc(C(F)(F)F)cc(C(F)(F)F)c1)c1ccncc1
i	26	O=C1NC(=O)C(c2ccccc2)(c2ccc(O)cc2)N1 (stereo unspecified)
i	62	Cc1ccc(-c2csc(NC(=O)c3ccco3)n2)cc1C
i	55	COc1ccccc1CCNC(=O)CSc1nc(=O)[nH]c2c1CCC2
i	30	COc1ccc(N2CCN(C(=O)c3cc4cc(Cl)ccc4[nH]3)CC2)cc1
i	37	CCCN(CC(=O)Nc1cc(Cl)ccc1Cl)C(=O)c1ccc(N2CCCC2=O)cc1
i	31	CSc1nnc(C2CCCN(CC(=O)Nc3ccccc3N3CCOCC3)C2)n1C(C)C (stereo unspecified)
i	23	CC(C)OC(=O)C1Cc2ccccc2CN1S(=O)(=O)c1cccs1 (stereo unspecified)
i	57	CC(C)NC(=S)NNc1ncnc2sc3c(c12)CC(C)(C)OC3
i	31	Cc1csc(=O)n1CCC(=O)OCC(=O)Nc1cc([N+](=O)[O-])ccc1Cl
i	22	CCCCn1c(N)c(N(Cc2ccccc2OC)C(=O)COc2cc(C)ccc2Cl)c(=O)[nH]c1=O

Going on with the list:
SMILES	T cell modulator	T cell modulator vesicle-bound %
COc1ccc(/C=C(\NC(=O)c2ccco2)C(=O)Nc2ccc(C(C)=O)cc2)cc1	i	9
CC(=O)c1cccc(OCC(O)CNCC2CCCCC2)c1 (stereo unspecified)	i	24
CCCN(CC(=O)NC(=O)NC1CCCCC1)CC(=O)Nc1cc(Cl)ccc1Cl	i	45
Cc1cc(OCC(=O)N(Cc2ccccc2)C2CCS(=O)(=O)C2)ccc1Cl (stereo unspecified)	i	21
COc1ccccc1NC(=O)CN1CCN(C(=O)C2CCCO2)CC1 (stereo unspecified)	i	12
Cc1ccc(S(=O)(=O)N2CCOCC2)cc1C(=O)OCC(=O)NC1CCCC(C)C1C (stereo unspecified)	i	38
Fc1ccc2cc(-c3ccsc3)ncc2c1	i	19
CN(CCC(=O)Nc1cc(S(=O)(=O)N(C)C)ccc1Cl)CC(=O)Nc1ccc(F)cc1	i	10
O=C(c1ccc(F)cc1)N(Cc1ccco1)C1CCS(=O)(=O)C1 (stereo unspecified)	i	48
COc1ccc(N(C)C(=O)Cn2c(=O)oc3ccccc32)c(OC)c1	i	61
O=C(OCc1cc(=O)n2ccsc2n1)c1ccc(O)cc1O	i	50
CN(Cc1cccs1)C(=O)c1ccc(Cl)c(S(=O)(=O)N2CCCCCC2)c1	i	40
CCOCCn1c(=O)c2c(nc3n2CCN3c2ccc(CC)cc2)n(C)c1=O	i	30
COc1cccc(/C=N/Nc2ccc([N+](=O)[O-])cn2)c1O	i	22
O=S(=O)(Cc1ccc(Cl)cc1)N1CCCCCC1	i	30
CS(=O)(=O)c1ccc2nc(NC(=O)CCNC(=O)c3ccccc3Cl)sc2c1	i	25
CC1CCCN(S(=O)(=O)c2cccc(C(=O)NCC3CCCO3)c2)C1 (stereo unspecified)	i	36
CCN(CC)S(=O)(=O)c1ccc(N2CCN(CCOc3ccc(OC)cc3)CC2)nc1	i	37
Cc1ccc(S(=O)(=O)N(C)c2ccc(OC(=O)CN3C(=O)NC4(CCCC4)C3=O)cc2)cc1	i	32
C=C(C(=O)Oc1ccccc1C(C)(C)C)c1ccccc1	i	34
COc1cc(CCCN2CCNC[C@@H]2c2ccccc2)cc(OC)c1OC	i	15
CN(CC(=O)Nc1ccc(Cl)cc1)C(=O)c1ccc(S(=O)(=O)Nc2ccccc2)cc1	i	6
Cc1ccc(OCCC(=O)OCC(=O)NC(=O)c2ccccc2)cc1	i	52
Cc1cc(SCC(=O)OCC(=O)N(C)c2ccccc2)nc2ccccc12	i	30
CCN(CC(=O)NCc1cccs1)C(=O)c1ccc(S(=O)(=O)Nc2ccccc2)cc1	i	41
Cc1cccc(NC(=O)CSCC(=O)N(C)CCOc2ccc(Cl)cc2)c1	i	48
CCC1CCCCN1C(=S)NC(=O)c1cccc([N+](=O)[O-])c1 (stereo unspecified)	i	12
COc1cccc2c1O/C(=N\O)C(C(=O)Nc1cccc(C)c1C)C2 (stereo unspecified)	i	16
CCOC(=O)C1CCCN(CC(=O)c2ccc(F)cc2)C1 (stereo unspecified)	i	39
O=S(=O)(c1cc(Cl)ccc1Cl)N1CCC2(CC1)OCCO2	i	29
CCN(CC)S(=O)(=O)c1ccc(C)c(NC(=O)COC(=O)CN2C(=O)NC(C)(C)C2=O)c1	i	39
CC(OC(=O)Cn1[nH]c(=O)c2ccccc2c1=O)C(=O)Nc1ccccc1[N+](=O)[O-] (stereo unspecified)	i	40
O=C(CNC(=O)c1cccs1)OCc1ccc(Cl)cc1	i	27
CCn1c(SCC(=O)Nc2ccc(F)cc2F)nc2c(c1=O)SCC2	i	73
O=C(COC(=O)CN1C(=O)NC2(CCCC2)C1=O)NCc1ccc(Cl)cc1Cl	i	41
Cc1ccc(-n2ncc3c2CC(C)(C)CC3NC(=O)CCCN2CCCCC2=O)cc1 (stereo unspecified)	i	12
CCOc1nc2cnccc2n(CC(=O)Nc2ccc(C)c(C)c2)c1=O	i	10
COc1ccc(/C=N/NC(=O)c2c(-c3ccccc3)noc2C)cc1[N+](=O)[O-]	i	7
O=C(CC(=O)Nc1cccc(F)c1)Nc1cccc(F)c1	i	51
Cc1c(C(c2ccccc2)c2c(C)n(C)n(-c3ccccc3)c2=O)c(=O)n(-c2ccccc2)n1C	i	61
Cc1ccc(NC(=O)COC(=O)c2ccc(Cl)nc2)cc1S(=O)(=O)N1CCCCC1	i	56
O=C(CCCSc1ccccc1)Nc1cccc(CO)c1	i	15
Cc1ccc(C)c(NS(=O)(=O)c2c(C)nc3sccn3c2=O)c1	i	37
CCOc1ccc(Cc2nnc(SCC(=O)Nc3ccc(OC)cc3)n(N)c2=O)cc1	i	41
COc1ccc(CC(=O)Nc2ccc(S(=O)(=O)N3CCCC3)cc2)cc1OC	i	42
Cc1ccc(C)c2sc(N3CCN(C(=O)c4ccc([N+](=O)[O-])o4)CC3)nc12	i	20
Cc1ccc(C)n1-c1nnc(N2CCC(C(=O)NCCCN3CCN(C)CC3)CC2)s1	i	40
CC1CN(C(=O)c2cc3ccccc3cc2O)CC(C)O1 (stereo unspecified)	i	21
Cc1ccc(C(=O)NC(C)c2ccncc2)o1 (stereo unspecified)	i	71
COc1ccc(CCC(=O)NCc2ccccc2OC)cc1	i	45
Cn1ccnc1COc1ccc(/C=N/O)cc1	i	23
Cc1cc(C)c2sc(NC(=O)C3=COCCO3)nc2c1	i	57
O=C1NC(=Nc2ccccc2Cl)S/C1=C\c1cccc([N+](=O)[O-])c1	i	43
Cc1ccccc1C(=O)Nc1c2c(nn1C(C)(C)C)CS(=O)(=O)C2	i	6
COC(=O)[C@@]12CCCCN1[C@H](c1ccc(-c3ccc(OC)cc3)cc1)[C@H]1C(=O)N(C)C(=O)[C@H]12	i	33
Cc1ccc(N/C=C/C(=O)c2ccccc2)cc1Br	i	33
O=C(CN1C(=O)NC2(CCCCC2)C1=O)Nc1ccccc1N1CCCCC1	i	32
O=C(CSc1nc2cc(C(=O)O)ccc2c(=O)n1-c1ccc(F)cc1)Nc1ccc(F)c(F)c1F	i	65
CCCCN(C(=O)CSc1nnc(-c2ccc(Cl)cc2)o1)c1c(N)n(CC(C)C)c(=O)[nH]c1=O	i	37
O=c1cc(C(O)C[N+](=O)[O-])occ1OCc1ccccc1 (stereo unspecified)	i	45

Continuation:
SMILES	T cell modulator	T cell modulator vesicle-bound %
C/C(=N\NC(=O)c1ccccc1F)c1cccc(NC(=O)c2ccc(C)cc2)c1	i	3
Cc1cc(C)nc(SCC(=O)Nc2ccc(S(=O)(=O)Nc3cc(C)on3)cc2)n1	i	17
COc1ccc(C)cc1NC(C)C(=O)NC(=O)NC1CCCCC1 (stereo unspecified)	i	32
COc1ccc(N2CCN(S(=O)(=O)c3ccc4c(c3)CC(C)N4C(=O)C3CC3)CC2)cc1 (stereo unspecified)	i	26
N#CCC(=O)Nc1ccc(C(=O)OCC(=O)N=c2sccn2Cc2ccccc2Cl)cc1	i	25
COc1ccc(NC(=O)Nc2ccc3c(c2)C(=O)N([C@H](C)CO)C[C@H](C)[C@@H](CN(C)C(=O)Nc2ccc4c(c2)OCO4)O3)cc1	i	8
CN(C1CCCCC1)S(=O)(=O)c1cccc(C(=O)Nc2ccccn2)c1	i	40
COc1ccc(C(=O)Oc2cc(N)n(S(=O)(=O)c3ccc(C)cc3)n2)cc1	i	35
CC(Sc1nnc(N)s1)C(=O)NCc1ccc2c(c1)OCO2 (stereo unspecified)	i	18
COCCCNC(=O)/C(C#N)=C/c1c(N2CCN(C)CC2)nc2ccccn2c1=O	i	34
COCCN(C(=O)CSc1nnc(-c2cccc(F)c2)n1N)c1c(N)n(Cc2ccccc2)c(=O)[nH]c1=O	i	31
COc1ccc2[nH]c3c(c2c1)CCN1C(=O)N([C@@H](C)C(=O)NCc2ccccc2OC)C(=O)[C@]31C	i	51
Cc1cccc(OC(C)C(=O)N2CCN(Cc3ccc4c(c3)OCO4)CC2)c1 (stereo unspecified)	i	28
COc1ccccc1OCCNC(=O)Cc1ccc(S(=O)(=O)N2CCOCC2)s1	i	34
COc1cc(OC)cc(-c2sc3ccc(OC)cc3c2C#CCO)c1	i	10
CCCCCCc1nc(C(N)=O)c2[nH]c(=O)n(-c3ccc(OCC)cc3)c2n1	i	41
CCCCn1c(N)c(N(CCC(C)C)C(=O)C2CCCC2)c(=O)[nH]c1=O	i	52

Screens from PubChem.

Only part of the results is shown, so the mix of outcomes need not match the whole.
